GRP78 ERSR act = induces the endoplasmic reticulum stress response in human glioma cells; 0.02% of 420,000 active; U87-MG GRP78 promoter luciferase reporter, 16 h; Potency, µM, inactives show top-dose activation, most hits filed as activators; further: potency means the concentration at half of the fitted maximal effect; series mostly up to about 76 µM; % of control where 0% means no effect; nearly all actives have a fitted effect of over 35% in size
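Stably transfected U87-MG glioma cells carrying a GRP78-based luciferase sensor; 16 h compound incubation. Luminescence end-point read 10 min after Bright-Glo addition at room temperature.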
LDHA inh = blocks human lactate dehydrogenase A. activity change, % (values are at about 110 or 230 µM). AID 1347041. 0.15% of 480,000 active. purified LDHA, NADH/diaphorase-resazurin fluorescence; hits give low values; in the data active means activity change below about -30%; inconclusive means mostly about -25% to -30%;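 further: plate controls were DMSO wells for no effect and wells without enzyme for full effect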
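Remaining NADH was detected by diaphorase (0.133 mg/mL) converting 37 µM resazurin to fluorescent resorufin, read at 0 and 20 minutes. The preceding 5-minute room-temperature reaction used 2 nM LDHA, 0.2 mM sodium pyruvate and 0.06 mM NADH at pH 7.4.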
RGS4 inh = blocks human RGS4-accelerated GTP hydrolysis; P49798; AID 504845; 0.039% of 390,000 active; Potency, µM (titrated, usually from 114 µM), for inactives: at the highest dose activity change, negative = inhibition, most hits filed as inhibitors; Transcreener GDP fluorescence polarization, RGS4-accelerated GTP hydrolysis; further: potency means the concentration at half of the fitted maximal effect; on the % scale 0 is the no-effect control and ±100 the full control effect; nearly all actives have a fitted effect of over 75% in size; some results filed as inactive show a strong effect at the top dose
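MLSMR compounds (23 nl, pin-transferred) preincubated 10 min at room temperature with a 500nM (2x) first reagent, then RGS4 at 900nM (2x) plus Transcreener GDP mix added; fluorescence polarization (620/688 nm) read before and after 90 min at 30 °C.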
IDH1 R132H inh = inhibitors of human mutant IDH1 R132H; 0.093% of 390,000 active; Potency, µM (doses to about 76.6 µM), inactives show at the highest dose activity change, negative = inhibition, usual class: inhibitors; IDH1-R132H enzyme, NADPH consumption, diaphorase/resazurin fluorescence; further: potency means the concentration at half of the fitted maximal effect; on the % scale 0 is the no-effect control and ±100 the full control effect; nearly all actives have a fitted effect of over 65% in size
Target sequence (O75874 whole entry R132H, stated change not applied): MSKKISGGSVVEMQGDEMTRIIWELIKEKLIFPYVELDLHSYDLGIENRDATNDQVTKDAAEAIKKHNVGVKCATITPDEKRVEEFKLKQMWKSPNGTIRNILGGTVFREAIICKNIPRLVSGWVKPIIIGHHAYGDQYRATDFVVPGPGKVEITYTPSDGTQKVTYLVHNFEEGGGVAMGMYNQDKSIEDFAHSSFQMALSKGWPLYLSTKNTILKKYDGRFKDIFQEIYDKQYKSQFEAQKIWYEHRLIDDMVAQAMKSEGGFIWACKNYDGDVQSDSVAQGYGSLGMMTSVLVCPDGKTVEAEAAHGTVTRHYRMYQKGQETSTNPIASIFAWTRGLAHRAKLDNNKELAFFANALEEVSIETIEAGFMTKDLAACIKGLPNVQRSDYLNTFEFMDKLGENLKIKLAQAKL
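IDH1-R132H (0.5 ug/mL dispensed) in pH 7.5 Tris buffer was preincubated 30 min with compound, then given a substrate mix of 0.016 mM NADPH and 2 mM alpha-KG for 80 min at room temperature; remaining NADPH was read by diaphorase/resazurin fluorescence.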
Vif-A3F inh = inhibitors of Vif-A3F interaction; 0.2% of 390,000 active; AID 602313; Potency, µM (top dose mostly 46.1 µM), for the others: at the top dose activity, negative = active; HeLa A3F-eYFP + Vif (tagged APOBEC3F with the HIV-1 protein that degrades it), YFP fluorescence increase; further: potency means the concentration at half of the fitted maximal effect; % of control where 0% means no effect; nearly all actives have a fitted effect of over 65% in size
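HeLa cells stably expressing A3F-eYFP plus Vif, plated and incubated overnight at 37 deg C, then exposed to compounds overnight at 37 deg C. Blocked degradation read as raised yellow fluorescence (Ex 488/Em 500-530).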
Vif-APOBEC3G blk = Vif-A3G binding inhibition | Potency, µM (highest dose often 46.1 µM), for the others: top-dose activity, negative = active, actives largely listed as inhibitors | AID 602310 | HeLa A3G-eYFP + Vif (tagged APOBEC3G with the HIV-1 protein that degrades it), YFP fluorescence, overnight | 0.076% of 410,000 active;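 further: potency means the concentration at half of the fitted maximal effect; on the % scale 0 is the no-effect control and ±100 the full control effect; nearly all actives have a fitted effect of over 60% in size; hits raise eYFP signal because A3G escapes Vif-driven loss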
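Read-out is eYFP fluorescence (Ex 488/Em 500-530) from Vif-expressing HeLa A3G-eYFP cells; more signal means A3G escaped Vif-mediated degradation. Cells plated overnight, compound pinned in, incubated overnight at 37 deg C.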
USP1-UAF1 inh = USP1/UAF1 (human) deubiquitinase inhibition; AID 743255; O94782; recombinant USP1/UAF1, Ub-Rhodamine cleavage fluorescence; Potency, µM (top dose mostly 57.1 µM), inactives show top-dose activity change, negative = inhibition, hits mostly inhibitors; 0.23% of 390,000 active; further: potency means the concentration at half of the fitted maximal effect; on the % scale 0 is the no-effect control and ±100 the full control effect; nearly all actives have a fitted effect of over 60% in size; inactives centre near -12
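USP1/UAF1 complex (1 nM) preincubated 15 min at room temperature with compound, then Ub-Rho substrate (150 nM final) added. Kinetic fluorescence at 480/540 nm over 6 reads at 60 s intervals; 50 mM HEPES pH 7.8, 0.5 mM EDTA, 0.1 mg/ml BSA, 1 mM TCEP, 0.01% Tween-20.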
TrxR1 substrate = is turned over as a substrate by rat TrxR1; 0.01% of 390,000 active; Potency, µM (top dose mostly 114 µM), without a hit: top-dose activity change, negative = substrate turnover; AID 588456; O89049; purified TrxR1 substrate turnover, NADPH consumption readout; further: potency means the concentration at half of the fitted maximal effect; on the % scale 0 is the no-effect control and ±100 the full control effect; nearly all actives have a fitted effect of over 50% in size
Target sequence (O89049 whole entry, looked up): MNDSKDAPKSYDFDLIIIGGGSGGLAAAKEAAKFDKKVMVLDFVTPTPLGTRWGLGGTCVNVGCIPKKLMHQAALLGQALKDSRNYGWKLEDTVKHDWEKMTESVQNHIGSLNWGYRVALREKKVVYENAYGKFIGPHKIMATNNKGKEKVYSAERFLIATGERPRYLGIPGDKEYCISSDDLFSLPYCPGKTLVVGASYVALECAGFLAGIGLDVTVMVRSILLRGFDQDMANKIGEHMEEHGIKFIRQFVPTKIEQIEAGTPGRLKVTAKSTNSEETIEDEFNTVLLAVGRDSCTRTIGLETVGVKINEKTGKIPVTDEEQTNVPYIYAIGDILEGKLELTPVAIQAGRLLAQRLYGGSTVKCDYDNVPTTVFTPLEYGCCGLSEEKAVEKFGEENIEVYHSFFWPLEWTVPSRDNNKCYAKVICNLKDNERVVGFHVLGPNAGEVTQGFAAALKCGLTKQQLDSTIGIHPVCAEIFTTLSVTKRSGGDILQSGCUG
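Rat TrxR1, dispensed at 90 nM, was prereduced with 400 uM NADPH (final) for 5 min at ~22 deg C, then incubated with compound 15 min before 400 uM selenite. A first-read NADPH fluorescence drop versus no-compound background flagged substrates.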
TrxR1 inh = blocks rat thioredoxin reductase 1. O89049. recombinant rTrxR1, NADPH fluorescence consumption, selenite substrate. Potency, µM (highest dose often 114 µM), for inactives: at the top dose activity change, negative = inhibition, hits mostly inhibitors. 1% of 390,000 active; further: potency means the concentration at half of the fitted maximal effect; on the % scale 0 is the no-effect control and ±100 the full control effect; nearly all actives have a fitted effect of over 65% in size
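Rat TrxR1 (90 nM in the dispensed reagent) was pre-reduced with 400 uM NADPH for 5 min at room temperature, then incubated with compound for 15 min. After 400 uM selenite was added, NADPH fluorescence (Ex 340/Em 450 nm) was followed for 8 min.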
The depositor's hits bear a star; ? = inconclusive; nt = not tested or not shown; & = joins results of further samples; [ ] = another dose, or the depositor's remark. Unless noted, the call rests on the fitted dose curve; in most records, active means well fitted curve in the direction sought with a large enough effect; inconclusive means small, poorly fitted or top-dose-only effect, or another doubt; inactive means no such curve, though single readings can be large; an effect the other way counts as inactive or inconclusive. The list is partial; count on the stated rates, not on these rows.

Structure	GRP78 ERSR act	LDHA inh	RGS4 inh	IDH1 R132H inh	Vif-A3F inh	Vif-APOBEC3G blk	USP1-UAF1 inh	TrxR1 substrate	TrxR1 inh
Cc1ccc(O)c(-c2cc(-c3ccccc3F)[nH]n2)c1	?	1	0%	8%	-1%	?	-18%	-5%	-1%
Cc1ccc(CNC(=O)CSc2nc3ccccc3c(=O)n2CC2CCCO2)cc1 (stereo not given)	-3%	-7	-4%	-1%	6%	2%	-9%	1%	19%
O=C(Cc1c(F)cccc1Cl)Nc1ccncc1	-3%	-4	7%	2%	3%	1%	-7%	6%[57.1 µM]	-10%[2.29 µM]
COc1ccc(F)c(CN2CCN(CCc3ccccc3)C(CCO)C2)c1 (stereo not given)	-2%	-1	10%	1%	13%	-3%	-8%	-8%	-5%
Cc1ccc(S(=O)(=O)NC2=NCN(CC(=O)O)CN2)cc1	-2%	-8	9%	-4%	12%	4%	-17%	4%	10%
Cc1cc(C)nc(N2CCN(c3ccc(F)cc3)CC2)n1	-1%	-10	27%	1%	-3%	-10%	-20%	2%	19%
COc1ccc(N2CCN(S(=O)(=O)c3cn(C)c(=O)n(C)c3=O)CC2)cc1	-1%	-1	-8%	0%	-6%	1%	-7%	-7%	-7%
CCn1nc(C)c2c(-c3ccccc3)cc(=O)n(C(C)C(=O)NCCC(C)C)c21 (stereo not given)	-3%	3	12%	-15%	-3%	0%	?	-6%[57.1 µM]	-1%[57.1 µM]
Cc1cccc(NC(=S)NCc2ccc3c(c2)OCO3)c1C	-2%	-10	15%	-1%	0%	-1%	-22%	-8%	-6%
O=C(COc1cccc(C(F)(F)F)c1)Nc1ccc2[nH]ncc2c1	-3%	1	8%	9%	-15%	2%	-20%	14%[2.29 µM]	19%
O=c1[nH]c(=O)n(C2C[C@H](O)[C@@H](CO)O2)cc1C(F)(F)F (stereo not given in full)	-2%&-3%	-11	5%	-2%	6%	0%	17%	-1%	-1%
COc1ccc(S(=O)(=O)N2CCc3ccccc32)cc1NC(C)=O	-3%	-5	15%	9%	11%	-26%	-2%	5%[57.1 µM]	27%[57.1 µM]
CN(C)CCNC(=O)c1ccc(-n2c(-c3ccccc3)cc3c2CCCC3)cc1	-5%	-4	9%	19%	-1%	?	-28%	3%	27%
CCOc1ccccc1C(=O)NCC(=O)N(C)Cc1cccnc1	-1%	-5	21%	16%	-27%	2%	8%	2%	7%
COc1ccc(C(c2sc3nc(C)nn3c2O)N2CCN(CCO)CC2)cc1OC (stereo not given)	-2%	3	-4%	0%	3%	2%	-10%	6%[57.1 µM]	9%[57.1 µM]
CCOCCCNC(=O)c1ccc(OC)c(OC2CCN(C(C)C)CC2)c1	-2%	-12	16%	-9%	1%	2%	2%	-11%	-19%
O=C(COC(=O)c1cc(S(=O)(=O)N2CCOCC2)ccc1Cl)NC1CCCCC1	-4%	-12	nt	-2%	-7%	1%	-3%	nt	nt
Cc1cc2occ(CC(=O)Nc3nccs3)c2cc1C(C)C	-4%	-11	-24%	-8%	-5%	3%	-4%	3%	20%
Cc1onc(-c2ccc(Br)cc2)c1C(=O)Nc1ccc(Br)cc1F	-2%	-5	1%	3%	0%	-3%	0%	-4%[57.1 µM]	2%[57.1 µM]
O=C(c1ccco1)N1CCN(c2ccc(N3CCCCC3)nn2)CC1	-2%	-1	-16%	3%	6%	-1%	-5%	19%	-15%
COC(=O)c1c(NC(=O)CCS(=O)(=O)c2ccccc2)sc2c1CCN(C)C2	-7%	3	-13%	7%	1%	-3%	-6%	-1%	?
Oc1cccnc1SCc1ccccc1	0%	5	-12%	-6%	2%	-1%	18%	-7%	-1%[57.1 µM]
Cc1ccc(NC(=O)CNc2ccccc2N2CCCC2=O)cc1S(=O)(=O)N1CCOCC1	-4%	-6	20%	-1%	2%	-1%	-6%	-1%	1%
CCCCOc1ccc(-c2nnn(CCC(=O)N3CCOCC3)n2)cc1	4%	-5	21%	10%	-6%	0%	-11%	5%	15%[57.1 µM]
FC(F)(F)c1ccc(/C=N/NC(=S)NC2CCCCC2)cc1	-3%	-6	-2%	-2%	-5%	0%	-14%	6%[57.1 µM]	14%[57.1 µM]
N#Cc1ccccc1NC(=O)COC(=O)CSc1nc2ccccc2o1	-7%	-11	18%	6%	-2%	-6%	3%	8%[57.1 µM]	12%[57.1 µM]
CCOC(=O)c1ccc(N2C(=O)C3CC=C(C)CC3C2=O)cc1 (stereo not given)	-2%	-2	1%	7%	-12%	2%	-29%	959%[activator]	?
O=S(=O)(c1ccc(Cl)cc1)N1CCCC(c2nc(-c3ccc(F)cc3)no2)C1 (stereo not given)	-3%	-3	0%	-7%	0%	0%	-25%	2%	7%
CCOC(=O)c1[nH]c2ccc(OC)cc2c1NC(=O)CN1CCc2ccccc2C1	-11%	0	15%	4%	-5%	-11%	-11%	146%[activator]	84%[activator]
CC(Sc1ncn[nH]1)C(=O)Nc1ccc(Cl)cn1 (stereo not given)	-5%	-2	-15%	-7%	3%	-1%	-5%	-3%[57.1 µM]	10%
CC(=O)N1c2ccccc2NC2=C(C(=O)CCC2)C1c1ccco1 (stereo not given)	-1%	1	1%	0%	-16%	-18%	-3%	-2%[57.1 µM]	7%[57.1 µM]
CCN1C(=O)c2ccc(-c3nc4ccccc4c(=O)o3)cc2C1=O	-2%	-1	-15%	18%	-1%	-4%	-1%	9%	20%
Cc1cccc(NC(=O)C2CCN(C(=O)c3ccco3)CC2)c1C	-3%	-6	-3%	5%	-16%	0%	-1%	1%[57.1 µM]	7%[57.1 µM]
COc1ccc(CC(=O)Nc2c(C(=O)Nc3ccccc3F)oc3ccccc23)cc1	2%	-2	-2%	3%	-9%	-2%	-14%	6%	7%
CCOc1cc(C(=O)N2CCC(CC3CC(c4ccc(Cl)cc4)=NO3)(C(=O)NCC3CCCCC3)CC2)cc(OCC)c1OCC (stereo not given)	-2%	0	-3%	-17%	4%	1%	?	3%	24%
CCSc1n[nH]c2nc3c(c(=O)n12)C1(CCCCC1)Cc1ccccc1-3	-1%	-8	?	8%	1%	6%	-24%	9%	-35%
CCc1nc(NCCC(C)C)c2nnn(Cc3ccccc3)c2n1	-6%	-1	-19%	-6%	-12%	3%	-15%	1%	31%
CSCCC(NC(=O)c1cccc([N+](=O)[O-])c1)c1nc2ccccc2[nH]1 (stereo not given)	-5%	-2	16%	-2%	-14%	-3%	-10%	2%	6%
COc1cc(NC(=S)N2CCN(Cc3ccccc3)CC2)cc(OC)c1	-2%	1	-28%	7%	0%	-1%	-13%	-1%	-3%
NC1=NC2(CCC(c3ccccc3)CC2)n2c(nc3ccccc32)N1 (stereo not given)	-11%	-4	-25%	6%	-1%	-11%	-7%	-7%	-6%
Cc1ccc(CCNS(=O)(=O)c2cnc[nH]2)cc1	-5%	-3	5%	0%	0%	1%	-7%	-2%	9%
CCN1C(=O)c2cccc3c(NC(=O)c4ccc5c(c4)OCCO5)ccc1c23	2%	14	11%	8%	?	0%	?	4%[57.1 µM]	-45%[57.1 µM]
O=C(Nc1sc2c(c1C(=O)c1ccccc1)CCCC2)c1cccnc1	-2%	-7	23%	-2%	3%	3%	4%	-7%	-18%
CCN1CCN(c2nc3c(c(=O)n(C)c(=O)n3C)n2Cc2cccc3ccccc23)CC1	9%	-1	-3%	12%	-1%	-1%	-9%	-1%	1%
O=C(N/N=C/c1cccc(OC(=O)c2ccccc2Cl)c1)c1cccnc1	5%	-9	-24%	3%	-4%	?	-18%	9%[57.1 µM]	19%[57.1 µM]
CCOc1ccc(NC(=O)c2c(NCc3cccnc3)sc3c2CCC(C)C3)cc1 (stereo not given)	-2%	7	?	24%	-1%	0%	?	-10%[57.1 µM]	?
CC(C)Nc1nc(NC(C)C)nc(Nn2cnnc2)n1	-2%	-3	5%	-1%	16%	3%	-17%	-4%[57.1 µM]	2%[57.1 µM]
Cc1ccc(S[C@@H](CCN2CC[C@H](O)CCC2=O)c2ccccc2)cc1	-2%&2%	-8	-12%	8%	0%	-5%&0%	-19%	9%[57.1 µM]	13%[57.1 µM]
CCN(CC)C(=O)C1=C(C)N(CCCOC)C(=O)C(CC(=O)NC(c2ccccc2)c2ccccc2)C1 (stereo not given)	-3%	-1	nt	14%	-7%	-1%	-7%	nt	nt
Cc1nn(CCCC(=O)NCCc2ccccc2)c(C)c1[N+](=O)[O-]	1%	-12	21%	21%	-13%	-4%	-15%	2%	18%

Screening results from PubChem.
